High-throughput results from PubChem BioAssay.
GPT2 inh – inhibitors of human GPT2 alanine aminotransferase; Recombinant GPT2, coupled pyruvate oxidase/HRP Amplex Red fluorescence; Potency, µM (top dose mostly 57.7 µM), for the others: at the top dose activity change, negative = inhibition, actives largely listed as inhibitors; actives 0.25% (n = 100,000); AID 1671188; also: potency is read from the fitted curve at half-maximal effect; nearly all actives have a fitted effect of over 60% in size; many of its hits are not listed in these tables
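Recombinant GPT2 (10ng/uL) with 250uM a-KG and 2mM L-alanine, 30 min at room temperature, in HEPES pH 7.5 buffer. Pyruvate detected by pyruvate oxidase/HRP/Amplex Red fluorescence after 30 min in the dark; AOA (50uM) as positive control.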
NIH3T3 tox – kills NIH 3T3 cells; NIH 3T3 viability, CellTiter-Glo ATP luminescence, 48-72 h; actives 4.3% (n = 94,000); Potency, µM (highest dose often 96.7 µM), for inactives: at the top dose activity change, negative = cytotoxicity, usual class: inhibitors; also: potency is read from the fitted curve at half-maximal effect; nearly all actives have a fitted effect of over 55% in size
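First NIH 3T3 cells are plated at 400 cells/well; next compound is pinned in; then plates incubate 48 or 72 hr at 37 °C; finally CellTiter-Glo is added and luminescence read after 10 min.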
FLuc inh – inhibitors of firefly (Photinus pyralis) luciferase; P08659; purified P. pyralis luciferase, luminescence, biochemical; Potency, µM (top dose mostly 115 µM), for inactives: at the highest dose activity change, negative = inhibition, hits mostly inhibitors; actives 2.5% (n = 76,000); AID 1347043; also: potency is read from the fitted curve at half-maximal effect; nearly all actives have a fitted effect of over 65% in size
Target sequence (P08659 whole entry, looked up): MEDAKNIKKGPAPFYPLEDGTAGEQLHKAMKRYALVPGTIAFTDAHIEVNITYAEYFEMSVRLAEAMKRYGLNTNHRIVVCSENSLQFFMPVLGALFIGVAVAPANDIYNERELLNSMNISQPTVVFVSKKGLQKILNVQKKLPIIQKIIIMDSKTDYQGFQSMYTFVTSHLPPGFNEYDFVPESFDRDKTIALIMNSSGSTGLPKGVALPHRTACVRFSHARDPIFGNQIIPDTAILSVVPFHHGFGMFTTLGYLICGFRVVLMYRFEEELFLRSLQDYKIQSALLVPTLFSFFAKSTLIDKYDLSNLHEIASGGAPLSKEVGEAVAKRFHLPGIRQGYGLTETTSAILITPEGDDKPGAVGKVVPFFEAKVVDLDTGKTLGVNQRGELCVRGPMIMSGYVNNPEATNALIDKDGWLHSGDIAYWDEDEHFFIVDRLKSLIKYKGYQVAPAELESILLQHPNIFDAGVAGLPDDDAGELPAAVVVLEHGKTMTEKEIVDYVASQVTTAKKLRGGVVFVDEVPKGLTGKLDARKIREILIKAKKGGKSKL
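Inhibitors were tested against purified firefly luciferase in a biochemical, low-substrate format (both substrates at 10uM) and luminescence measured with a CCD imager.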
HEK293 viab – reduces viability of HEK-293 SNCA reporter cells | HEK-293-SNCA-luc viability, GF-AFC fluorescence, 24 h | Potency, µM (titrated, usually from 57.1 µM), without a hit: at the top dose activity change, negative = cytotoxicity, actives largely listed as cytotoxic | actives 0.12% (n = 150,000) | AID 1671193;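 also: potency is read from the fitted curve at half-maximal effect; 0% = DMSO-treated cells and -100% = medium-only wells without cells; nearly all actives have a fitted effect of over 30% in size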
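Cytotoxicity counterscreen: after 24 h compound treatment of genome-edited SNCA-luciferase HEK-293 cells, live-cell protease substrate GF-AFC read by fluorescence after 30 min; activity scaled between DMSO (0%) and medium-only (-100%), curves Hill-fitted.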
SNCA expr inhib – inhibitors of alpha-synuclein (SNCA) gene expression; HEK-293 SNCA-luciferase knock-in, luminescence, 24 h; Potency, µM (series often up to 57.2 µM), for the others: at the top dose activity change, negative = inhibition, most hits filed as inhibitors; actives 0.17% (n = 140,000); AID 1671194;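 also: potency is read from the fitted curve at half-maximal effect; plate controls were DMSO cells for no effect and cell-free wells for full effect; nearly all actives have a fitted effect of over 45% in size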
IP6K1 inhibitor – IP6K1 kinase inhibition | Q92551 | IP6K1 kinase, ADP-Glo luminescence, 2 h; active compounds read low | activity change, % (series mostly up to about 58 µM) | actives 0.81% (n = 140,000) | AID 1645851; in the data active = activity change below about -25%
Target sequence (Q92551 whole entry, looked up): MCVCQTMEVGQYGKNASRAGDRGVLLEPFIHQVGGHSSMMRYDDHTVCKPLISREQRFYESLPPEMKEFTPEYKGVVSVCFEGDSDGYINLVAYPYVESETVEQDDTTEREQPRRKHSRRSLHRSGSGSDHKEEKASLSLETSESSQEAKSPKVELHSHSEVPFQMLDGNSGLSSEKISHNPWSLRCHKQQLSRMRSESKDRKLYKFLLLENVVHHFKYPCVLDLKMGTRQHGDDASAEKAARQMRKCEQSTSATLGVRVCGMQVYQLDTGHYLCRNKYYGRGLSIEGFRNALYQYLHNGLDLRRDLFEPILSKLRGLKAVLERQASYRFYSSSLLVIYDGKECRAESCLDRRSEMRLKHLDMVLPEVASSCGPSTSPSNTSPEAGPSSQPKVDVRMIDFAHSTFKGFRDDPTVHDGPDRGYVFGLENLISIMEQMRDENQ
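ADP-Glo luminescence measures ADP made by human IP6K1 during a 2 h RT reaction with ATP/IP6 (mix at 1.3 mM/130 uM); top library doses 57.5 and 19.1 uM final.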
HEK cytotox – HEK 293 cell cytotoxicity; AID 1345083; actives 6.6% (n = 94,000); HEK 293 viability, ATP luminescence (CellTiter-Glo), 48-72 h; Potency, µM (highest dose often 115 µM), for the others: at the top dose activity change, negative = cytotoxicity, usual class: inhibitors; also: potency is read from the fitted curve at half-maximal effect; nearly all actives have a fitted effect of over 60% in size
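qHTS cytotoxicity; HEK 293, 250 cells/well; compound pinned; 48 or 72 hr, 37 degree Celsius, 5% CO2, 95% humidity; CellTiter-Glo, 10 min RT; luminescence (ATP).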
The depositor's hits bear a star; i = inactive; ? = inconclusive; nt = no result given; & = joins results of further samples; ! = repeats disagree; [ ] = another dose, or the depositor's remark. Unless noted, calls follow the shape of the dose curve; as a rule, active = well fitted curve in the direction sought with a large enough effect; inconclusive = small, poorly fitted or top-dose-only effect, or another doubt; inactive = no such curve, though single readings can be large; an effect the other way counts as inactive or inconclusive. Unless noted, % is scaled to controls: 0 for no effect and ±100 for the full control effect.

SMILES	GPT2 inh	NIH3T3 tox	FLuc inh	HEK293 viab	SNCA expr inhib	IP6K1 inhibitor	HEK cytotox
O=C(c1ccc(F)c(F)c1)N1CCC[C@H]1c1nc(-c2ccccc2)no1	i	?	-12.2%	-8.0%	-5.8%	-4.3	?
O=c1[nH]c(SCc2ccc(F)cc2)nc2c1CCCC2	nt	nt	nt	7.0%	13.3%	-2.2	nt
O=C(C1CCCCC1)N1CCCC(n2cc(-c3nc(-c4ccccc4)no3)nn2)C1 (configuration not stated)	5.0%	-29.6%	?	-8.9%	77.7%[activator]	2.6	?
Cc1ccc(CNC(=O)c2cc3cc(C)ccc3n2C)cc1	nt	nt	nt	-6.5%	19.5%	15.4	nt
Cc1cnc(CC2CCN(S(=O)(=O)c3ccc4c(c3)CCC4)C2)n1CC1CC1 (configuration not stated)	3.7%	?	6.6%	-24.5%	-5.2%	6.6	50.1µM*
COC[C@@]12CC[C@@H](N3CCOCC3)C[C@H]1CCN(Cc1cccc3nonc13)C2	?	?	0.1%	1.7%	-16.9%	15.4	-18.1%
CCn1c(CO)nnc1C1CC(NC(=O)c2cnc3sccn3c2=O)C1 (configuration not stated)	i	1.9%	-4.1%	-1.0%	1.0%	0.0	-3.7%
Cn1ccnc1C(=O)N1CCC(C(=O)N2CCCCCCNC(=O)CC2)CC1	i	0.7%	0.4%	1.3%	?	-7.4	-5.3%
CCOC(=O)c1ccccc1NC(=O)COC(=O)CC(C)(C)CC1=NS(=O)(=O)c2ccccc2N1	nt	nt	nt	?	?	35.0	nt
COCc1nc(-c2ccc(OC3CCN(C(=O)c4n[nH]c5ccccc45)C3)cc2)no1 (configuration not stated)	i	?	0.0%	-2.8%	0.6%	-1.5	?

Entries of single compounds, quoted from the list. Screens in order: GPT2 inh, NIH3T3 tox, FLuc inh, HEK293 viab, SNCA expr inhib, IP6K1 inhibitor, HEK cytotox
`O=C(C1CCCCC1)N1CCCC(n2cc(-c3nc(-c4ccccc4)no3)nn2)C1` (configuration not stated) is entered as 5.0%, -29.6%, ?, -8.9%, 77.7%[activator], 2.6, ?
`COCc1nc(-c2ccc(OC3CCN(C(=O)c4n[nH]c5ccccc45)C3)cc2)no1` (configuration not stated) is entered as i, ?, 0.0%, -2.8%, 0.6%, -1.5, ?
`Cc1ccc(CNC(=O)c2cc3cc(C)ccc3n2C)cc1` is entered as nt, nt, nt, -6.5%, 19.5%, 15.4, nt

Following part
SMILES	GPT2 inh	NIH3T3 tox	FLuc inh	HEK293 viab	SNCA expr inhib	IP6K1 inhibitor	HEK cytotox
CNC(=O)CCn1ncc2cc(OCc3ccccc3-c3ccsc3)ccc21	4.7%[88.5 µM]	?	50.1µM*	-15.4%[87.6 µM]	-0.6%[87.6 µM]	-7.0	89.1µM*
O=C(Cn1nc2c(cc1=O)CCCCC2)Nc1ccncc1	i	i	0.0%	-6.1%	?	-2.1	-1.8%
O=C(NCc1ccccc1)c1cnc2n1CCN(Cc1ccc3c(c1)CCO3)CC2	-9.5%[88.5 µM]	-28.3%[138 µM]	-7.5%[172 µM]	3.2%[87.6 µM]	-20.1%[87.6 µM]	-3.4	?
COc1ccc(Cn2c(=O)c(C(=O)N3CCN(C(=O)c4ccc(C(F)(F)F)cc4)CC3)nc3cccnc32)cc1	i	?	nt	-6.3%	-6.2%	-10.3	?
COc1ccc(CNC(=O)CSc2ncc3c(n2)-c2ccc(Cl)cc2N(Cc2ccccc2)S3(=O)=O)cc1	nt	nt	nt	-4.4%	?	-8.5	nt
COc1ccccc1C(=O)NC[C@@H]1C=C(C)[C@H](CC(=O)N2CCCC2)C[C@H]1C(C)C	-5.3%[88.5 µM]	?	1.8%[172 µM]	?	-7.6%[87.6 µM]	20.0	?
O=C(NCCCc1nnc2ccccn12)C1CC(=O)N(c2n[nH]c3ccccc23)C1 (configuration not stated)	-3.8%	4.0%	-8.5%	-2.8%	?	30.0	17.0%
N#Cc1ccc(N2N=C3c4ccc(C(=O)O)cc4CC[C@@H]3[C@@H]2C2CCCC2)cc1Cl	i	nt	nt	?	nt	-22.4	nt
COc1cccc(-c2nc(-c3nnn4c3COC(c3ccc(C)cc3)C4)no2)c1 (configuration not stated)	-13.3%	i	-2.6%	9.0%	29.2%	14.0	3.4%
CN(Cc1ccccc1)C(=O)Cn1nc2c(cc1=O)CCCC2	i	i	?	-4.2%	115.3%[activator]	-11.7	-1.0%

4 records picked at random from the list so far:
SMILES	GPT2 inh	NIH3T3 tox	FLuc inh	HEK293 viab	SNCA expr inhib	IP6K1 inhibitor	HEK cytotox
O=C(NCCCc1nnc2ccccn12)C1CC(=O)N(c2n[nH]c3ccccc23)C1 (configuration not stated)	-3.8%	4.0%	-8.5%	-2.8%	?	30.0	17.0%
CNC(=O)CCn1ncc2cc(OCc3ccccc3-c3ccsc3)ccc21	4.7%[88.5 µM]	?	50.1µM*	-15.4%[87.6 µM]	-0.6%[87.6 µM]	-7.0	89.1µM*
O=C(NCc1ccccc1)c1cnc2n1CCN(Cc1ccc3c(c1)CCO3)CC2	-9.5%[88.5 µM]	-28.3%[138 µM]	-7.5%[172 µM]	3.2%[87.6 µM]	-20.1%[87.6 µM]	-3.4	?
COc1ccccc1C(=O)NC[C@@H]1C=C(C)[C@H](CC(=O)N2CCCC2)C[C@H]1C(C)C	-5.3%[88.5 µM]	?	1.8%[172 µM]	?	-7.6%[87.6 µM]	20.0	?

The list goes on.
SMILES	GPT2 inh	NIH3T3 tox	FLuc inh	HEK293 viab	SNCA expr inhib	IP6K1 inhibitor	HEK cytotox
NC(=O)[C@H](Cc1ccc(O)cc1)NC(=O)C1=C[C@@H](NC(=O)c2cnccn2)[C@@H](O)[C@H](O)C1	-5.0%	i	1.2%	-13.7%	7.1%	-1.0	i
CNc1ncc(C(=O)N2CCCC(c3[nH]ncc3-c3ccc(F)cc3)C2)cn1 (configuration not stated)	-14.1%	-19.2%	15.9%	-0.4%	-9.4%	4.0	-9.7%
COc1ccc(NC(=O)NCC2CCN(Cc3ccccc3F)CC2)c(OC)c1	nt	nt	nt	11.9%	34.2%[activator]	10.0	nt
O=c1[nH]c(C2CCN(Cc3cccc(-c4cccs4)c3)CC2)nc2ccc(F)cc12	0.1%	28.2µM*	-10.1%	0.1%&13.2%	1.2%&3.9%	6.3&-9.0	22.4µM*!
Cc1cccc(-c2nnc(SCC(=O)NC3CCCCC3)o2)c1	nt	nt	nt	4.7%	32.8%[activator]	-13.3	nt
COc1ccc(Cn2c(=O)c(C(=O)N3CCN([S+](C)(=O)[O-])CC3)nc3cccnc32)cc1	i	-12.5%	nt	-3.1%	?	-2.3	i
Cc1nc2cccnc2n1CC1CCCN(S(=O)(=O)c2ccc(F)cc2)C1 (configuration not stated)	0.1%	-14.5%	-2.1%	-1.6%	?	-0.1	?
COc1ccc(C(=O)N[C@@H]2CN(C(=O)NCc3ccccc3)CCC[C@H]2O)cc1	-4.5%[88.5 µM]	-33.1%[138 µM]	4.0%[172 µM]	?	12.8%[87.6 µM]	-3.6	-31.1%[172 µM]
CSc1cccc(NC(=O)N2CCC3(CCC(=O)N(C4CC4)C3)CC2)c1	-7.1%	?	3.2%	9.2%	3.2%	5.4	-27.9%
COc1ccc(C(=O)Nc2ccc3c(c2)CN(C(C)c2ccc(F)cc2)C(=O)CO3)cc1OC (configuration not stated)	2.3%	?	-18.2%	2.1%	-6.0%	5.3	?
O=C1CC2(CCN(CC3CCOCC3)C2)Nc2ccccc2N1 (configuration not stated)	i	0.4%	nt	-4.1%	24.5%	20.0	i
Cc1ccc(NC(=O)c2cc(-c3ccc(Br)s3)nc3ccccc23)cc1F	nt	nt	nt	-2.6%	28.5%	-1.1	nt
CCOc1ccc(CNC(=O)c2cc(=O)[nH]c3ccc(S(=O)(=O)N4CCCC4)cc23)cc1	nt	nt	nt	5.6%	10.0%	2.9	nt
CN[C@H](CC(=O)O)C(=O)O	i	nt	nt	6.3%	-5.5%	nt	nt
Cc1ccccc1CN1CCC(CN(Cc2cccnc2)C(=O)C2CC=CCC2)CC1 (configuration not stated)	-2.6%	i	0.9%	7.7%	1.7%	3.6	-0.4%
O=C(NCCc1ccc(Cl)cc1)C1CCCN1C(=O)c1cccc(-c2cccnc2)c1 (configuration not stated)	nt	?	nt	nt	nt	4.8	?
CCOCCCNC(=O)Cn1ncc2c([nH]c3ccccc32)c1=O	nt	nt	nt	4.3%	-7.6%	-0.6	nt
Cc1cnn(CCC(=O)N2CCC3(CCNCC3)CC2)c1	-2.9%	-13.0%	-4.5%	0.7%	-10.0%	-11.8	?
Cc1ccc(NC(=O)N2C[C@@H](Oc3ccccc3)C[C@H]2C(=O)N2CCOCC2)cc1C	-0.4%	-16.8%	-5.8%	?	3.5%	2.0	i
CCOc1ccc(NC(=O)CN2C(=O)NC3(CCC(C)CC3)C2=O)cc1 (configuration not stated)	i	-27.3%	-8.3%	-26.1%	?	9.0	-24.1%
COc1ccc(CNC(=O)N2CCC(CCOc3ccccc3OC)C2)cc1 (configuration not stated)	i	?	6.1%	-4.7%	-2.4%	20.7	?
Cc1nn(CCC(=O)N2CCN(c3ccccc3F)CC2)c(C)c1S(=O)(=O)N1CCCC1	nt	nt	nt	4.4%	-11.1%	6.1	nt
O=C1NC2(CCN(C(=O)OCc3ccccc3)C2)N=C1c1ccncc1 (configuration not stated)	i	-21.1%[138 µM]	-4.1%[172 µM]	4.8%[87.6 µM]	-12.1%[87.6 µM]	6.5	?
CC(C)NC(=O)N1CCC(OCCOc2cccnc2)CC1	i	0.5%	4.6%	-1.5%[12.5 µM]	?	17.5	-2.0%
O=C1NCc2ccccc2CC12CCN(CCCc1ccccc1)C2 (configuration not stated)	-1.7%	-3.5%	nt	-14.3%	9.5%	-10.5	-14.8%
COc1ccc(-c2ccccc2C(=O)NCC(F)F)nn1	nt	-8.8%[138 µM]	nt	nt	nt	9.0	0.4%[172 µM]
CC(=O)c1cccc(NC(=O)c2nc3ccccc3n(C)c2=O)c1	nt	nt	nt	?	-15.5%	-5.0	nt

Molecules from the list above that have a COOH group:
SMILES	GPT2 inh	NIH3T3 tox	FLuc inh	HEK293 viab	SNCA expr inhib	IP6K1 inhibitor	HEK cytotox
N#Cc1ccc(N2N=C3c4ccc(C(=O)O)cc4CC[C@@H]3[C@@H]2C2CCCC2)cc1Cl	i	nt	nt	?	nt	-22.4	nt
CN[C@H](CC(=O)O)C(=O)O	i	nt	nt	6.3%	-5.5%	nt	nt

The list is partial. The share of hits here may be higher or lower than overall.
